APP 5'UTR act = activators of APP 5'UTR luciferase reporter, primary screen, SH-SY5Y cells; SH-SY5Y APP 5'UTR luciferase reporter, luminescence; zero percent = DMSO vehicle wells; activation, % at 2 µM; actives 1% (n = 190,000); AID 1276, 2008;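 active = activation above a set limit, based on mean plus 3 SD of controls, cut at about 140% in these data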; also: values of inactives mirror those of a sister screen read the other way
TNAP act hiacc = TNAP activators at high phosphate acceptor level, primary screen, biochemical, luminescence, uHTS. 200,000 tested, under 10 active. activation factor at 20 µM. Alkaline phosphatase, tissue-nonspecific isozyme (Homo sapiens), P05186. AID 1136, 2008. purified TNAP, CDP-star luminescence, 1 M DEA, 30 min; hits give high values; 0 = EDTA background, 1 = DMSO-only activity;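 active = activation factor at least 2 at 20 µM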
Target sequence (P05186 whole entry, looked up): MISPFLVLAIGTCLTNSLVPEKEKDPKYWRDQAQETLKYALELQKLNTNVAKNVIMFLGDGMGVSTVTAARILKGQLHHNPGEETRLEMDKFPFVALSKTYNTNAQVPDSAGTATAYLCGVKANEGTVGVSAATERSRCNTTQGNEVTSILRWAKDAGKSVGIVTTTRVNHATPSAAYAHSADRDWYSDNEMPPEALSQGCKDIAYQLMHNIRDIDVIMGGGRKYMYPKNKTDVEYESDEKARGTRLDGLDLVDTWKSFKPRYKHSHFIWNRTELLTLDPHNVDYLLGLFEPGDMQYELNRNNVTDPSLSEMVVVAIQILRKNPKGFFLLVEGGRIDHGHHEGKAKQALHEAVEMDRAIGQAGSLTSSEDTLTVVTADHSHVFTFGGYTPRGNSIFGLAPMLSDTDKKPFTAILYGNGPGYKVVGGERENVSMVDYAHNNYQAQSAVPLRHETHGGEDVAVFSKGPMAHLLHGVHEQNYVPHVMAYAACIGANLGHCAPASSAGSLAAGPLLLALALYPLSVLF
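system = human TNAP | amount = enzyme diluted 1/800 final | reagent = 100 µM CDP-star substrate | signal = luminescent substrate turnover signal | dosing = one dose, 20 µM | benchmarks = EDTA negative control, DMSO positive control | measure = activation factor | timing = 30 min reaction, room temperature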
FLuc act counter = FLuc activators, initial screening, artefact control for FLuc-dependent activation tests, biochemical, ATPlite luminescence. AID 1027, 2008. activation factor at 10 µM. Luciferin 4-monooxygenase (Photinus pyralis), P08659. 200,000 tested, under 10 active. ATPlite luciferase biochemical, 10 min; 0 = ATP-free wells, 1 = DMSO control;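 active = luciferase activation factor, scaled between plate controls, of at least 2 with compound at 10 µM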
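Assay system: Luciferase/luciferin reagent mix; Medium: PBS as buffer for the ATP substrate; Dosing: test compounds dosed from 2 mM stocks in 100% DMSO; Times: 10 min, room temperature; Signal: luminescence from luciferase reaction; Read-out: luciferase activation; Controls: No-ATP low control, compound-free enzyme-plus-ATP high control.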
TNAP inh hiacc = human TNAP enzyme inhibitors, primary screen, biochemical, luminescent, high phosphate acceptor level, uHTS; purified TNAP, CDP-star luminescence, 1 M DEA; inhibition, % at 20 µM; actives 0.03% (n = 200,000); AID 1135, 2008;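 active = over 50% inhibition of tissue-nonspecific alkaline phosphatase at 20 µM in the single-dose screen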;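 also: plate controls were DMSO wells for no effect and EDTA-quenched wells as full inhibition for full effect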
TNAP inh no acc = human TNAP enzyme inhibitors, primary screen, biochemical, luminescent, no phosphate acceptor, uHTS; Alkaline phosphatase, tissue-nonspecific isozyme (Homo sapiens), P05186; purified TNAP, CDP-star luminescence, 30 min; inhibition, % at 20 µM; actives 0.26% (n = 200,000); AID 1012, 2008;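 active = tissue-nonspecific alkaline phosphatase inhibition above about 50% at 20 µM in the single-dose screen, limit read from the data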;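 also: 0% = DMSO negative control and 100% = EDTA positive control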
PMI act hi M6P = human PMI activators, high substrate, primary screen, biochemical, fluorescence intensity, near-saturating mannose 6-phosphate. coupled PMI enzyme assay, resazurin fluorescence, 20 min; hits give high values; 1 = untreated enzyme, 0 = substrate-free blank. Mannose-6-phosphate isomerase (Homo sapiens), P34949. AID 1216, 2008. activation factor at 20 µM. actives 0.34% (n = 190,000);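 active = activation factor of 2 or more at 20 µM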
Target sequence (P34949 whole entry, looked up): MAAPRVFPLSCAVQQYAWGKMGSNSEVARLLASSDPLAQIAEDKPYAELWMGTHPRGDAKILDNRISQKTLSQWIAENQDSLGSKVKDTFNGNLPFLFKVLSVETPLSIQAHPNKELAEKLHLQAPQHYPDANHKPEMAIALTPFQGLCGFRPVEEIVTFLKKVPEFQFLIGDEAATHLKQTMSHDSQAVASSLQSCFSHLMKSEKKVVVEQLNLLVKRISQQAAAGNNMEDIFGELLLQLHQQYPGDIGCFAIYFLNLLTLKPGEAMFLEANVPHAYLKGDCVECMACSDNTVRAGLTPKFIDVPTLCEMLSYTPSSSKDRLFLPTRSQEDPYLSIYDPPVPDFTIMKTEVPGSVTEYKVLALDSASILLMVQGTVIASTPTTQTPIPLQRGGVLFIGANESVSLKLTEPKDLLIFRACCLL
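Material: human phosphomannose isomerase with PGI, G6PDH, diaphorase coupling enzymes; amount: PMI at 15 ng/mL final; also added: Mannose-6-phosphate 1.0 mM (near-saturating) plus 0.22 mM NADP+; incubation: enzyme reaction with compound 20 min at room temperature; signal: resorufin fluorescence (Ex 544/Em 590 nm) from resazurin via diaphorase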
bIAP act = bovine intestinal alkaline phosphatase activators, primary screen, biochemical, bovine IAP, CDP-star luminescence; alkaline phosphatase, intestinal [Bos taurus]; activation factor at 20 µM; AID 1016, 2008; actives 0.17% (n = 200,000); purified bovine IAP, 30 min; hits give high values; fold of DMSO-control signal, blank-subtracted;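 active = activation factor of 2 or more at 20 µM, a signal rise over negative controls twice the positive control's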
FLuc inhib CS = firefly luciferase enzyme inhibitors, primary screen, artefact control for luciferase-based inhibitor screens, biochemical, luminescence, ATPLite; Luciferin 4-monooxygenase (Photinus pyralis), P08659; 10 min; inhibition, % at 10 µM; actives 1.5% (n = 200,000); AID 1006, 2008;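 active = inhibition above about 50% when tested at 10 µM, limit read from the data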
PMI activator = activators of human PMI, primary screen, biochemical, fluorescence intensity, near-Km mannose 6-phosphate | purified human PMI, coupled resazurin fluorescence, 20 min; hits give high values; 1 = vehicle control, 0 substrate-free wells | activation factor at 20 µM | actives 0.005% (n = 190,000) | AID 1214, 2008;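 active = activation factor of 2 or more at 20 µM, relative to plate controls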
NF-kB neuron act = activators of NF-kB expression in neurons, primary screen, cell-based, HTS. human neuronal cells, NF-kB reporter expression; hits give high values. fold change at 12.5 µM. actives 1.6% (n = 190,000); in the data active = fold change above about 3.3
Numbers without * were called inactive. Rows were taken by chance; overall some 3.6% were active at least once.

Preview:
CCCCOc1ccc(C(=O)CCN2CCCCC2)cc1 was read as APP 5'UTR act -5.6, TNAP act hiacc 1, FLuc act counter 1, TNAP inh hiacc -1.8, TNAP inh no acc -8.7, PMI act hi M6P 0.9, bIAP act 0.8, FLuc inhib CS 1.3, PMI activator 1 and NF-kB neuron act 0.94.
For COc1ncnc2c1cnn2-c1ccccc1 the results were APP 5'UTR act 17.5, TNAP act hiacc 1.1, FLuc act counter 1, TNAP inh hiacc -5.6, TNAP inh no acc -12.1, PMI act hi M6P 1, bIAP act 0.9, FLuc inhib CS 2.4, PMI activator 0.9 and NF-kB neuron act 1.39.

Main list (from the top)
CCCCOc1ccc(C(=O)CCN2CCCCC2)cc1 was read as APP 5'UTR act -5.6, TNAP act hiacc 1, FLuc act counter 1, TNAP inh hiacc -1.8, TNAP inh no acc -8.7, PMI act hi M6P 0.9, bIAP act 0.8, FLuc inhib CS 1.3, PMI activator 1 and NF-kB neuron act 0.94.
For COc1ncnc2c1cnn2-c1ccccc1 the results were APP 5'UTR act 17.5, TNAP act hiacc 1.1, FLuc act counter 1, TNAP inh hiacc -5.6, TNAP inh no acc -12.1, PMI act hi M6P 1, bIAP act 0.9, FLuc inhib CS 2.4, PMI activator 0.9 and NF-kB neuron act 1.39.
For O=C(O)COc1ccc2c(-c3ccccc3)cc(=O)oc2c1 the results were APP 5'UTR act 1.2, TNAP act hiacc 1, FLuc act counter 1, TNAP inh hiacc -0.3, TNAP inh no acc -10.4, PMI act hi M6P 1, bIAP act 0.8, FLuc inhib CS -1.2 and PMI activator 1.
Screening COc1cccc(-c2nc(CS(=O)CC(=O)NCc3ccccc3Cl)c(C)o2)c1 (stereo not drawn) returned APP 5'UTR act 14.7, TNAP act hiacc 1.1, FLuc act counter 1, TNAP inh hiacc -6.4, TNAP inh no acc -19.1, PMI act hi M6P 1, bIAP act 1.1, FLuc inhib CS 0.0, PMI activator 1 and NF-kB neuron act 1.17.
For COc1ccc(NC(=O)c2ccc(S(=O)(=O)N3CCOCC3)cc2)c(OC)c1 the results were APP 5'UTR act -16.8, TNAP act hiacc 1, FLuc act counter 1, TNAP inh hiacc -2.2, TNAP inh no acc -1.5, PMI act hi M6P 0.9, bIAP act 0.9, FLuc inhib CS -4.1, PMI activator 0.9 and NF-kB neuron act 1.05.
For CC1(C)CC(=O)C2=C(C1)OC(c1ccncc1)C(C#N)=C2N (stereo not drawn) the results were APP 5'UTR act 2.6, TNAP act hiacc 1, FLuc act counter 1.1, TNAP inh hiacc -3.4, TNAP inh no acc -12.8, PMI act hi M6P 1, bIAP act 0.9, FLuc inhib CS -7.7, PMI activator 1 and NF-kB neuron act 0.68.
Cc1cc(CNC(=O)c2ccc3c(c2)OCO3)c2ccccc2n1 was read as APP 5'UTR act -27.3, TNAP act hiacc 1.1, FLuc act counter 1, TNAP inh hiacc -6.6, TNAP inh no acc 6.2, PMI act hi M6P 1.3, bIAP act 1, FLuc inhib CS -3.6, PMI activator 1.3 and NF-kB neuron act 1.02.
N#C/C(C(=O)N1CCOCC1)=c1/s/c(=C\c2ccccn2)c(=O)n1-c1ccccc1 was read as APP 5'UTR act 4.9, TNAP act hiacc 1, FLuc act counter 1.1, TNAP inh hiacc -1.2, TNAP inh no acc -20.0, PMI act hi M6P 1.1, bIAP act 1.1, FLuc inhib CS -6.3, PMI activator 1 and NF-kB neuron act 0.95.
C/C(=N/NC(=O)CNC(=O)/C=C/c1ccco1)c1ccc(Cl)cc1 was read as APP 5'UTR act -10.2, TNAP act hiacc 1, FLuc act counter 1, TNAP inh hiacc -4.7, TNAP inh no acc -7.1, PMI act hi M6P 1, bIAP act 1.1, FLuc inhib CS -1.6, PMI activator 0.9 and NF-kB neuron act 1.18.
`O=C(NCC(=O)N(CC1CCCO1)C(C(=O)NC1CCCC1)c1cccnc1)c1ccco1` (stereo not drawn) gave APP 5'UTR act 11.4, TNAP act hiacc 1.1, FLuc act counter 1.1, TNAP inh hiacc -8.8, TNAP inh no acc -16.4, PMI act hi M6P 1, bIAP act 0.9, FLuc inhib CS -9.3, PMI activator 1.1 and NF-kB neuron act 1.06.
For CC1(C)CC(=O)C(C=NCCN2CCN(C(=S)Nc3ccc(F)cc3)CC2)=C(O)C1 the results were APP 5'UTR act -0.5, TNAP act hiacc 1, FLuc act counter 1, TNAP inh hiacc -3.3, TNAP inh no acc -8.0, PMI act hi M6P 0.9, bIAP act 1, FLuc inhib CS -1.8, PMI activator 1 and NF-kB neuron act 1.02.
For Cc1ccc(NC(=O)CN(C)C(=O)CSc2nnc(C(F)(F)F)n2C)cc1 the results were APP 5'UTR act -11.6, TNAP act hiacc 1, FLuc act counter 1, TNAP inh hiacc -4.5, TNAP inh no acc -1.5, PMI act hi M6P 1, bIAP act 1, FLuc inhib CS -1.0, PMI activator 1.2 and NF-kB neuron act 1.12.
`c1ccc(-c2ccc(-c3[nH]ncc3CN3CCC(N4CCSCC4)CC3)cc2)cc1` gave APP 5'UTR act 31.1, TNAP act hiacc 1, FLuc act counter 1, TNAP inh hiacc -2.3, TNAP inh no acc -8.7, PMI act hi M6P 0.9, bIAP act 1.3, FLuc inhib CS -4.5, PMI activator 1 and NF-kB neuron act 1.01.
`COc1ccc(S(=O)(=O)NCCSCc2cccs2)cc1` gave APP 5'UTR act 5.3, TNAP act hiacc 1, FLuc act counter 1.1, TNAP inh hiacc -2.4, TNAP inh no acc 3.0, PMI act hi M6P 0.9, bIAP act 0.4, FLuc inhib CS -8.9, PMI activator 0.9 and NF-kB neuron act 2.44.
For CCOC(=O)c1cnc(-n2nc(C)cc2C)nc1-n1nc(C)cc1C the results were APP 5'UTR act -6.0, TNAP act hiacc 1.1, FLuc act counter 1, TNAP inh hiacc -8.2, TNAP inh no acc -14.6, PMI act hi M6P 1, bIAP act 0.9, FLuc inhib CS -0.4, PMI activator 0.9 and NF-kB neuron act 1.53.
O=C(c1cc(F)ccc1F)C1CCCN(C(=O)CCN2CCCCO2)C1 (stereo not drawn) was read as APP 5'UTR act 5.7, TNAP act hiacc 1, FLuc act counter 1, TNAP inh hiacc -3.2, TNAP inh no acc -6.1, PMI act hi M6P 0.9, bIAP act 1, FLuc inhib CS 3.4, PMI activator 1 and NF-kB neuron act 1.14.
`COc1ccc(C)cc1N(C(=O)CNC(=O)c1ccco1)C(C(=O)NC1CCCC1)c1cccnc1` (stereo not drawn) gave APP 5'UTR act -2.5, TNAP act hiacc 1.1, FLuc act counter 1.1, TNAP inh hiacc -9.3, TNAP inh no acc -11.7, PMI act hi M6P 1, bIAP act 1.1, FLuc inhib CS -7.7, PMI activator 1 and NF-kB neuron act 0.92.
Screening CC1(C)CC(N2CCCC2)=CC(=[N+]2CCCCC2)C1 returned APP 5'UTR act -17.1, TNAP act hiacc 1, FLuc act counter 1, TNAP inh hiacc -1.2, TNAP inh no acc -6.1, PMI act hi M6P 0.8, bIAP act 1, FLuc inhib CS 0.6, PMI activator 0.9 and NF-kB neuron act 0.71.
CCCCNC(=O)CN(CCc1ccccc1)S(C)(=O)=O was read as APP 5'UTR act -0.5, TNAP act hiacc 1.1, FLuc act counter 1.1, TNAP inh hiacc -9.4, TNAP inh no acc -4.5, PMI act hi M6P 1, bIAP act 1.1, FLuc inhib CS -10.2, PMI activator 1.1 and NF-kB neuron act 0.62.
`O=S(=O)(c1cc(Cl)ccc1Br)N1CCOCC1` gave APP 5'UTR act -1.9, TNAP act hiacc 1, FLuc act counter 1.1, TNAP inh hiacc -1.7, TNAP inh no acc -9.7, PMI act hi M6P 1, bIAP act 0.8, FLuc inhib CS -8.2, PMI activator 1 and NF-kB neuron act 0.97.
CCC(c1nnnn1Cc1ccco1)N(CCc1ccccc1)Cc1cc2ccc(OC)cc2[nH]c1=O (stereo not drawn) was read as APP 5'UTR act 0.0, TNAP act hiacc 1.1, FLuc act counter 1, TNAP inh hiacc -6.7, TNAP inh no acc -10.5, PMI act hi M6P 0.8, bIAP act 1, FLuc inhib CS -2.8, PMI activator 1.1 and NF-kB neuron act 0.97.
For O=C1c2[nH]nc(-c3ccccc3O)c2C(c2ccccc2)N1Cc1ccco1 (stereo not drawn) the results were APP 5'UTR act 0.3, TNAP act hiacc 1, FLuc act counter 1, TNAP inh hiacc -0.5, TNAP inh no acc -97.6, PMI act hi M6P 0.8, bIAP act 0.9, FLuc inhib CS -2.6, PMI activator 0.8 and NF-kB neuron act 0.87.
For COc1ccc(/C=N/Nc2nnc(Cc3ccc(OC)c(OC)c3)c(=O)[nH]2)cc1 the results were APP 5'UTR act 7.0, TNAP act hiacc 1, FLuc act counter 1, TNAP inh hiacc 2.0, TNAP inh no acc -20.5, PMI act hi M6P 1.1, bIAP act 1, FLuc inhib CS -3.3, PMI activator 0.9 and NF-kB neuron act 1.31.
`CCN(CC)C(=O)CSc1nnc(CCCCCNC(=O)OC(C)(C)C)o1` gave APP 5'UTR act 14.6, TNAP act hiacc 1, FLuc act counter 1.1, TNAP inh hiacc -4.6, TNAP inh no acc 2.0, PMI act hi M6P 1, bIAP act 1, FLuc inhib CS -6.9, PMI activator 1.1 and NF-kB neuron act 1.02.
For O=C(O)c1ccc(NCc2cccnc2)cc1 the results were APP 5'UTR act 26.9, TNAP act hiacc 1, FLuc act counter 1, TNAP inh hiacc 2.4, TNAP inh no acc -5.9, PMI act hi M6P 1, bIAP act 0.9, FLuc inhib CS 1.2, PMI activator 0.9 and NF-kB neuron act 1.12.
Screening CCOc1cc(CNCCSc2nnnn2C)cc(Br)c1OCc1ccccc1 returned APP 5'UTR act -23.5, TNAP act hiacc 1, FLuc act counter 1, TNAP inh hiacc -2.3, TNAP inh no acc -3.9, PMI act hi M6P 1, bIAP act 1.2, FLuc inhib CS -1.7, PMI activator 0.9 and NF-kB neuron act 0.54.
Cc1nc2ccccn2c1/C(O)=C1\C(=O)C(=O)N(CCN2CCOCC2)C1c1cccnc1 (stereo not drawn) was read as APP 5'UTR act -3.7, TNAP act hiacc 1, FLuc act counter 1.1, TNAP inh hiacc -2.4, TNAP inh no acc -10.9, PMI act hi M6P 1.1, bIAP act 1.1, FLuc inhib CS -6.6, PMI activator 1.1 and NF-kB neuron act 0.88.
For OC1(c2ccc(Cl)cc2)CCN(Cc2nc(-c3cnccn3)no2)CC1 the results were APP 5'UTR act -0.6, TNAP act hiacc 1, FLuc act counter 1.1, TNAP inh hiacc -3.8, TNAP inh no acc -6.3, PMI act hi M6P 1, bIAP act 0.9, FLuc inhib CS -5.1, PMI activator 0.9 and NF-kB neuron act 1.12.
